Assay outcomes deposited in PubChem BioAssay by several laboratories.
UHRF1 binding: UHRF1 methylated DNA binding inhibitors, primary screen, counter-screen for MBD2 inhibitor project, biochemical, TR-FRET, human UHRF1, single concentration. E3 ubiquitin-protein ligase UHRF1 (Homo sapiens), Q96T88. UHRF1 binding to methylated oligo. inhibition, % at 4.4 µM. hit rate 0.75% among 370,000. AID 687016, 2013; in the data active = inhibition above about 21%;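 also: UHRF1 SRA domain binding a hemimethylated CpG hairpin DNA probe; 0% = median of test compound wells and 100% = reference inhibitor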
HTRA1 inhibitor: HTRA1 serine protease inhibitors, primary screen, biochemical, fluorescence polarization, HTS; recombinant HTRA1, FP-rhodamine activity-based probe; Q92743; AID 504803, 2011; inhibition, % at 5.96 µM; hit rate 0.5% among 340,000; in the data active = inhibition above about 36%;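 also: 0% = enzyme with DMSO and 100% = wells lacking enzyme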
GC-A act: GC-A stimulated cGMP production enhancers – HEK293 GC-A cells, cGMP TR-FRET, EC30 ANP, primary screen; hit rate 0.14% among 370,000; AID 1671463, 2021; Atrial natriuretic peptide receptor 1 (Homo sapiens), P16066; 0% at EC30 ANP, 100% saturating ANP; activation, % at 10 µM; in the data active = activation above about 40%
PRMT1 inh: PRMT1 methyltransferase inhibitors, primary screen, biochemical, fluorescence polarization | Protein arginine N-methyltransferase 1 (Homo sapiens), Q99873 | recombinant PRMT1, activity-based probe fluorescence polarization | inhibition, % at 2.79 µM | hit rate 1.3% among 370,000;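 active = inhibition above about 21% made by adding two undisclosed values, limit read from the data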
mABHD4 FP: ABHD4 inhibitors, primary screen, biochemical, fluorescence polarization, mouse; (Lyso)-N-acylphosphatidylethanolamine lipase (Mus musculus), Q8VD66; purified mABHD4, FP-Rh probe fluorescence polarization; inhibition, % at 8.92 µM; hit rate 0.54% among 370,000;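 active = inhibition exceeding the mean over every tested compound plus 3 SD, cut at about 30% in these data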;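 also: 0% = plate median of compound wells and 100% = S159A mutant with DMSO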
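Test system: mABHD4 protein | Buffer or medium: HEPES pH 7.0 buffer, 150 mM NaCl, 0.01% Pluronic F-127 | Probe or stimulus: FP-Rh fluorescent activity-based probe, added after compound pre-incubation | Timing: Pre-incubation 45 min, probe exposure 60 min, at 25 °C | Technique: Fluorescence polarization, excitation 525 nm, emission 598 nm, BODIPY TMR filters | Repeats: Single well per compound (singlicate)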
rCAG RNA binder: binders of r(CAG) RNA repeats, primary screen, biochemical, fluorescence; inhibition, % at 3 µM; hit rate 1.3% among 370,000; r(CAG) RNA repeat, TO-PRO-1 dye displacement fluorescence;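 active = inhibition above the plate cutoff, the mean of all test compounds on that plate plus 3 SD, cut at about 35% in these data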;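 also: 0% = DMSO alone and 100% = 100 µM mitoxantrone as full dye displacement; higher means more dye released from RNA so lower well fluorescence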
NPR2 activator: human GC-B receptor activators, primary screen, HEK293 GC-B cells, cGMP TR-FRET, EC30 CNP; Atrial natriuretic peptide receptor 2 (Homo sapiens), P20594; 0% at EC30 CNP, 100% saturating CNP; activation, % at 10 µM; hit rate 0.11% among 370,000;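 active = activation at 10 µM reaching about 35% in either raw or pattern-adjusted values, limit read from the data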
Target sequence (P20594 whole entry, looked up): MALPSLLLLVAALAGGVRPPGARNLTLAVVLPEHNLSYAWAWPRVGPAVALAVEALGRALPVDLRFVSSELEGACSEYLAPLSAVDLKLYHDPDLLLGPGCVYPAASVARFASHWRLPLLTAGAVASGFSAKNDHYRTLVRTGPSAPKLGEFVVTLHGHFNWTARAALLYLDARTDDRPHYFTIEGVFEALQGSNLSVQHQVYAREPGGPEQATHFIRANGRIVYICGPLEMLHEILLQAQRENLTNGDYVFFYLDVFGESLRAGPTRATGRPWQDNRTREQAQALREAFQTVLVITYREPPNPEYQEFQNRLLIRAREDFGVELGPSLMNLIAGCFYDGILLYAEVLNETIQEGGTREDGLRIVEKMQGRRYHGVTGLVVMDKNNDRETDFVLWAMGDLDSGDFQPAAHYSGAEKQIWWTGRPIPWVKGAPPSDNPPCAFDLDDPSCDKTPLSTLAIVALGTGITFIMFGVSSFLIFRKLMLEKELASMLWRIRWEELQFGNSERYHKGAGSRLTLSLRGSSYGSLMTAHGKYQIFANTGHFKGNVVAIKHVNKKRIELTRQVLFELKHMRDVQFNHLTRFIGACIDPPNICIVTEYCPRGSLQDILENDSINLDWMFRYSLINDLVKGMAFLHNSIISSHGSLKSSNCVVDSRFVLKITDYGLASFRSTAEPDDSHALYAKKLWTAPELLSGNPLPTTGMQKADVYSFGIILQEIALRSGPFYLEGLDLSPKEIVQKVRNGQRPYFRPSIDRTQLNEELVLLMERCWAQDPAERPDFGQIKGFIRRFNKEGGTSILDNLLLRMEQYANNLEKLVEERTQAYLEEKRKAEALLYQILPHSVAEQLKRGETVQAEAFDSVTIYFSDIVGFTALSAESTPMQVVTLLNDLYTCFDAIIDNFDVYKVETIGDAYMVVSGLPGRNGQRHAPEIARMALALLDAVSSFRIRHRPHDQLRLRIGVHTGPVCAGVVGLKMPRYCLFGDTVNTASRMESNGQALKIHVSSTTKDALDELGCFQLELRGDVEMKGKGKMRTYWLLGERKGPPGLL
TCR CD3 inh: inhibitors of human TCR-CD3 interaction, primary screen, biochemical, fluorescence, TAMRA-labeled TCR probe; hit rate 0.37% among 360,000; AID 651800, 2012; inhibition, % at 9.4 µM; T-cell receptor (TCR); in the data active = inhibition above about 19%;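 also: recombinant mutant TCR 2C K166C tagged with TAMRA read by polarization; 0% = receptor in buffer alone and 100% = receptor with positive control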
SIAE inh: human SIAE inhibitors, primary screen, biochemical, fluorescence polarization, FP-Rh probe, 1536-well HTS | Sialate O-acetylesterase (Homo sapiens), Q9HAT2 | SIAE FP-Rh probe binding | inhibition, % at 9.66 µM | hit rate 0.69% among 370,000;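 active = inhibition above a cutoff: mean of compounds within the control limits plus 3 SD of those, cut at about 17% in these data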;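 also: 0% = plate median of compound wells and 100% = probe without SIAE protein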
MBD2 DNA inh: inhibitors of MBD2 binding to methylated DNA, primary screen, biochemical, TR-FRET, DNA-binding domain, human; MBD2 binding to methylated oligonucleotide; inhibition, % at 4.4 µM; hit rate 0.31% among 370,000; in the data active = inhibition above about 13%
Active calls of the source: *; / = no result given.

The first twelve records (preview)
SMILES | UHRF1 binding | HTRA1 inhibitor | GC-A act | PRMT1 inh | mABHD4 FP | rCAG RNA binder | NPR2 activator | TCR CD3 inh | SIAE inh | MBD2 DNA inh
CCOc1[nH]n(-c2ccccc2)c(=O)c1C=Nc1ccccc1 | -5 | -5 | -6 | 2 | 1 | 0 | 2 | -2 | -4 | -2
Cc1cc(C)cc(N(CC(=O)Nc2ccccc2)C2=NC3CS(=O)(=O)CC3S2)c1 (stereo unspecified) | -1 | -6 | -2 | 3 | 1 | 3 | 0 | 1 | 0 | 1
CCOC(=O)c1c(C)[nH]c(C(=O)OCc2c(C)noc2C)c1C | -1 | -8 | -2 | -1 | 4 | -8 | -6 | 3 | -4 | -2
COc1ccc(-n2cnnc2SCC(=O)Nc2cccnc2Cl)cc1 | 21* | 6 | 4 | 0 | -4 | -2 | 4 | 2 | -3 | -1
O=S(=O)(Nc1cccc(-c2ccc(N3CCCCCC3)nn2)c1)c1ccc(F)cc1 | -2 | -46 | 0 | -1 | -42 | 9 | -8 | 3 | -10 | -9
COc1ccc(NC(=O)CCCC(=O)c2ccccc2)cc1 | 2 | 0 | 2 | 5 | -1 | -4 | 2 | -4 | -8 | -3
CNC(=O)C1=C(C)Nc2nc3ccccc3n2C1c1cccc(OC)c1 (stereo unspecified) | -3 | -3 | -9 | 0 | 0 | 4 | -12 | 7 | 3 | 2
COc1cc(C(=O)NCCc2ccccc2)ccc1OCC(=O)N1CCOCC1 | -2 | 6 | 2 | 0 | -4 | 0 | 4 | 6 | 2 | -2
Cc1ccccc1NC(=O)C1CCN(c2cnccn2)CC1 | 1 | 3 | 5 | 0 | 1 | -1 | 0 | 0 | -5 | 3
O=C(c1ccc2ccccc2c1)N1CCOCC1 | 1 | 0 | 0 | 2 | -5 | -4 | 6 | -3 | -2 | 2
CC(NC(=O)CCSCc1ccccc1F)c1ccccc1 (stereo unspecified) | -1 | 2 | -4 | -3 | -5 | -5 | 1 | 6 | 9 | -5
O=S(=O)(NCc1csc(-c2cccnc2)n1)c1ccc(F)cc1 | 3 | 1 | -1 | 5 | -8 | 1 | 2 | -4 | 3 | 4

All compounds of this part (from the top)
SMILES | UHRF1 binding | HTRA1 inhibitor | GC-A act | PRMT1 inh | mABHD4 FP | rCAG RNA binder | NPR2 activator | TCR CD3 inh | SIAE inh | MBD2 DNA inh
CCOc1[nH]n(-c2ccccc2)c(=O)c1C=Nc1ccccc1 | -5 | -5 | -6 | 2 | 1 | 0 | 2 | -2 | -4 | -2
Cc1cc(C)cc(N(CC(=O)Nc2ccccc2)C2=NC3CS(=O)(=O)CC3S2)c1 (stereo unspecified) | -1 | -6 | -2 | 3 | 1 | 3 | 0 | 1 | 0 | 1
CCOC(=O)c1c(C)[nH]c(C(=O)OCc2c(C)noc2C)c1C | -1 | -8 | -2 | -1 | 4 | -8 | -6 | 3 | -4 | -2
COc1ccc(-n2cnnc2SCC(=O)Nc2cccnc2Cl)cc1 | 21* | 6 | 4 | 0 | -4 | -2 | 4 | 2 | -3 | -1
O=S(=O)(Nc1cccc(-c2ccc(N3CCCCCC3)nn2)c1)c1ccc(F)cc1 | -2 | -46 | 0 | -1 | -42 | 9 | -8 | 3 | -10 | -9
COc1ccc(NC(=O)CCCC(=O)c2ccccc2)cc1 | 2 | 0 | 2 | 5 | -1 | -4 | 2 | -4 | -8 | -3
CNC(=O)C1=C(C)Nc2nc3ccccc3n2C1c1cccc(OC)c1 (stereo unspecified) | -3 | -3 | -9 | 0 | 0 | 4 | -12 | 7 | 3 | 2
COc1cc(C(=O)NCCc2ccccc2)ccc1OCC(=O)N1CCOCC1 | -2 | 6 | 2 | 0 | -4 | 0 | 4 | 6 | 2 | -2
Cc1ccccc1NC(=O)C1CCN(c2cnccn2)CC1 | 1 | 3 | 5 | 0 | 1 | -1 | 0 | 0 | -5 | 3
O=C(c1ccc2ccccc2c1)N1CCOCC1 | 1 | 0 | 0 | 2 | -5 | -4 | 6 | -3 | -2 | 2
CC(NC(=O)CCSCc1ccccc1F)c1ccccc1 (stereo unspecified) | -1 | 2 | -4 | -3 | -5 | -5 | 1 | 6 | 9 | -5
O=S(=O)(NCc1csc(-c2cccnc2)n1)c1ccc(F)cc1 | 3 | 1 | -1 | 5 | -8 | 1 | 2 | -4 | 3 | 4
CCCCN(C(=O)c1ccc(S(=O)(=O)N(C)C)cc1)c1nc2ccccc2s1 | 0 | 7 | -10 | -1 | 11 | -2 | 9 | 1 | 5 | 0
Cc1ccc(NC(CC(=O)c2ccccc2)c2ccc(F)cc2)cc1 (stereo unspecified) | 1 | -1 | -5 | -1 | -3 | -1 | 1 | -3 | 0 | -1
Cc1noc(C)c1-c1csc(N2CCC(C(N)=O)CC2)n1 | 20 | -3 | -1 | 2 | 0 | 1 | 2 | 4 | 1 | 4
CCC(=O)NC(=S)Nc1c(C)cc(Br)cc1C | 0 | -5 | -2 | 0 | 1 | 2 | 3 | -3 | -2 | -1
O=C(N=Nc1c(O)[nH]c2ccc(Br)cc12)c1cc(-c2cccc3ccccc23)n[nH]1 | -2 | -22 | -1 | 0 | -9 | 22 | -1 | -3 | -29 | 0
CCOC(=O)c1c(NC(=O)c2nn(CC)cc2Br)sc(C)c1C | -1 | -13 | 1 | -1 | -10 | 3 | -2 | 3 | -2 | -1
c1ccc(Nc2nc(NCc3ccco3)c3ccccc3n2)cc1 | -5 | -28 | 9 | 2 | 21 | 13 | -5 | -10 | 8 | -1
CCN(C(=O)c1cc2cc(OC)ccc2oc1=O)c1ccccc1 | 0 | 1 | -32 | 4 | -7 | -4 | -21 | 6 | -2 | -2
CC(=O)OCc1nc2sc(C)c(C)c2c(=O)[nH]1 | 0 | 0 | 2 | -3 | -4 | 0 | 7 | 6 | -1 | -1
Cc1ccsc1C(=O)OCC(=O)N1CC(C)CC(C)C1 (stereo unspecified) | -2 | 8 | -3 | -5 | -2 | 2 | 1 | 5 | 6 | -4
Cc1ccc(N(C(=O)c2ccc3c(c2)OCO3)C2C=CS(=O)(=O)C2)cc1 (stereo unspecified) | 3 | -1 | -21 | 1 | 0 | 0 | -8 | -1 | 4 | 0
CCOC(=O)[C@]12CCCC=C1N(Cc1cccc3ccccc13)C(=O)[C@H](CC(=O)N1CCN(C(=O)C3CC3)CC1)C2 | 0 | / | -6 | 0 | -3 | 5 | 6 | -5 | -3 | -5
CC(C)CC1c2[nH]c3ccccc3c2CCN1C(=O)c1cnccn1 (stereo unspecified) | -5 | / | -6 | -3 | -10 | -3 | 3 | 5 | 0 | -4
CC(C)C(=O)Nc1nc2ccc(S(C)(=O)=O)cc2s1 | 6 | 3 | 0 | 4 | 0 | 5 | 1 | -3 | 6 | -2
CSc1ccc(S(=O)(=O)NCC(=O)OCC(=O)N(Cc2ccccc2)C(C)C)cc1[N+](=O)[O-] | 3 | -6 | -8 | 0 | 0 | 9 | -2 | 0 | -1 | -3
Fc1cc(NCc2ccccc2)nc(NCc2ccccc2)n1 | -2 | -26 | 3 | -2 | -8 | -5 | 9 | 4 | 2 | -7
CCOC(=O)C(C)Oc1ccc(C2NC(=O)NC(C)=C2C(C)=O)cc1Br (stereo unspecified) | 0 | -10 | -4 | 0 | 0 | -1 | -3 | 13 | 0 | -3
CC(=O)Nc1ccc(S(=O)(=O)NC(C)C(=O)NCC(c2ccco2)N2CCCCC2)cc1 (stereo unspecified) | -1 | 1 | -1 | -2 | 3 | 5 | -4 | 0 | 1 | -2
CCNC(=O)C1(C)CCN(Cc2ccccc2C#N)C1 (stereo unspecified) | -1 | / | 0 | -5 | 3 | 2 | 2 | 10 | -1 | -6
Cc1ccc(Cn2ncc3c(NCCCN(C)C)ncnc32)cc1 | 0 | 3 | -4 | -5 | -4 | -1 | 3 | 4 | -1 | 1
Cc1nc2nc(SCC(=O)O)nn2c(C)c1Cc1c(F)cccc1Cl | 10 | 0 | -1 | 12 | -3 | 4 | 1 | 2 | -2 | 0
O=C(CN1C(=O)c2ccccc2S1(=O)=O)NC1CCCCC1 | 2 | -2 | 2 | -6 | 3 | 1 | 3 | 5 | -3 | -6
O=S(=O)(c1ccccc1)n1c(CN2CCOCC2)nc2ccccc21 | -2 | / | -1 | -7 | -3 | 3 | -9 | / | 10 | -6
Cc1ccc(NC(=O)Nc2cc(C)on2)cc1 | 0 | -2 | -2 | -2 | -2 | -1 | 0 | 1 | -7 | 0
COc1ccc(N2CCN(C(c3cccs3)C(C)NC(=O)c3ccc4c(c3)OCO4)CC2)cc1 (stereo unspecified) | 3 | 6 | -1 | 8 | -8 | 5 | -3 | -7 | -1 | 5
Cc1coc(=N)n1CC(=O)c1ccc(Cl)cc1 | -4 | / | 2 | -2 | 4 | 1 | -4 | -1 | 4 | -1
COC(=O)CN1C(=S)N(c2ccc(OC)cc2)C(=O)/C1=C/c1cccs1 | 1 | -2 | 16 | 0 | 0 | 1 | 20 | -1 | 5 | 6
Cc1ccc(-c2nn(C)c(=O)c3ccccc23)cc1S(=O)(=O)N1CCOCC1 | -2 | -5 | 7 | -1 | 3 | -5 | 3 | -3 | 6 | -6
CS(=O)(=O)N(CC(=O)N1CCCCCC1)c1ccc(Br)cc1 | 0 | -2 | -7 | 0 | 3 | -1 | -4 | 7 | 8 | 1
CC(C)NC(=O)/C(C#N)=C/c1ccc(N(C)C)o1 | -49 | 2 | -15 | -43 | -4 | -50 | -4 | 4 | 5 | -26
O=C(OCCN1CCCCC1)c1ccc(Cl)cc1 | -1 | -2 | -7 | 1 | -1 | -2 | -15 | 7 | -2 | 7
Cc1ccc(S(=O)(=O)N2CCN(C(=O)COC(=O)c3ccccn3)CC2)c(C)c1 | 0 | 3 | -2 | 2 | 2 | -4 | 1 | 13 | 2 | -1
Cc1sc2nc(C)n(/N=C/c3ccc(O)cc3O)c(=O)c2c1C | -2 | -3 | -7 | 0 | 5 | -1 | -1 | 11 | 2 | -2
Cc1ccc(-c2cn(CCN)c(-c3ccncc3)n2)cc1 | 10 | 0 | -1 | -1 | 3 | 1 | -3 | 8 | 1 | 2
COc1ccnc(NC(=S)N2CCN(c3ncc(C(F)(F)F)cc3Cl)CC2)c1 | 2 | / | 2 | 36* | -2 | 3 | 7 | / | -3 | 6
Cc1ccc(-n2nc(C)c3c(C)onc3c2=O)cc1 | 0 | 2 | 3 | 2 | -4 | -2 | -7 | -6 | 14 | 7

The list is partial, so the mix of outcomes need not match the whole.
